High-throughput results from PubChem.
VHR inh color: inhibitors of human VHR1 phosphatase (DUSP3); inhibition, % at 20 µM; AID 1992; actives 0.7% (n = 50,000); P51452; recombinant VHR phosphatase, colorimetric substrate read-out; in the data active = inhibition above about 60%; note: some results filed as inactive read as strong as hits
Target sequence (P51452 whole entry, looked up): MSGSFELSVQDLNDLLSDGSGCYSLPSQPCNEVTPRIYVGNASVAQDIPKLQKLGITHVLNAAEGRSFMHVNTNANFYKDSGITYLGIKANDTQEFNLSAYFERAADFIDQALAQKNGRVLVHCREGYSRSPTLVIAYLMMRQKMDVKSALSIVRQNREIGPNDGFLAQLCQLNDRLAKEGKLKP
An asterisk follows results filed as active. Some of the compounds tested, so the mix of outcomes need not match the whole.

SMILES	VHR inh color
CC(C)Oc1ccc(C2CC(=O)N(C)C2=O)cc1 (stereo not drawn)	2.8
Cc1ccc(OCC(=O)Nc2ccc3c(c2)OCO3)c(Br)c1	-7.8
Oc1[nH]c2ccccc2c1C1=NCCC1	1.2
CC(C)NC(=O)c1cnn2c(C(F)(F)F)cc(-c3ccc(F)cc3)nc12	-20.1
O=C(CSc1nc2ccc(Br)cc2c(=O)n1-c1ccccc1)NC1CCCC1	-22.3
Cc1ccnc(Nc2nc(-c3cccnc3)cs2)c1	-17.3
N#Cc1c(NC(=O)/C=C/c2ccccc2)sc2c1CCCC2	-13.4
COc1ccc(C/C(N)=N/OC(=O)COc2ccc(Br)c(C)c2)cc1	5.9
Cc1ccc(NC(=O)N2CCOCC2)cc1	0.0
O=C1C=C(c2ccccc2)CC(c2cccs2)C1n1cnc([N+](=O)[O-])c1 (stereo not drawn)	20.2
O=C(CCN1C(=O)/C(=C\c2cccs2)SC1=S)Nc1ccccc1C(=O)O	-25.0
COc1ccc(OC)c(C2=C/C(=C\c3c(OC)ccc4ccccc34)C(=O)O2)c1	22.4
CC(C)N(C(=O)Cn1c(CCCO)nc2ccccc21)c1ccccc1	0.2
O=c1oc2ccccc2cc1-c1csc(N/N=C/c2ccco2)n1	-5.3
C=CCNCc1cccn1-c1sc2c(c1C#N)CCCC2	12.5

Laid out differently: 3 of the compounds above
> Cc1ccc(NC(=O)N2CCOCC2)cc1
  VHR inh color = 0.0

> O=C1C=C(c2ccccc2)CC(c2cccs2)C1n1cnc([N+](=O)[O-])c1 (stereo not drawn)
  VHR inh color = 20.2

> O=C(CCN1C(=O)/C(=C\c2cccs2)SC1=S)Nc1ccccc1C(=O)O
  VHR inh color = -25.0

Continuation:
SMILES	VHR inh color
O=C(O)CCCCCN1C(=O)C(=O)/C(=C(/O)c2ccc(Cl)cc2)C1c1ccc2c(c1)OCO2 (stereo not drawn)	-5.7
COc1cc(/C=C2/C(=O)NN(c3ccc(C)cc3)C2=O)c([N+](=O)[O-])cc1OC	15.6
N#CC1=C(N)Oc2c(c(=O)oc3ccccc23)C1c1cccc([N+](=O)[O-])c1 (stereo not drawn)	-30.0
O=C1CCCc2c1[nH]c1ccc(Cl)cc21	-18.2
O=c1c(/C=N/Nc2nc3ccccc3s2)c(C(F)(F)F)[nH]n1-c1nc2ccccc2s1	34.5
N#C/C(=C\Nc1ccc(Cl)cc1)C(N)=O	11.9
O=C(Nc1ccc(F)cc1)N1CCc2ccccc2C1	-12.5
COC(=O)c1ccc(/C=C2\SC(N3CCOCC3)=NC2=O)cc1	-43.9
Cc1ccc(C(=O)COc2ccc3c(C)cc(=O)oc3c2)cc1	31.3
O=C1NC(=Nc2ccc(Br)cc2)S/C1=C\c1ccc(O)cc1	-11.3
CC1CCc2c(sc3nc(-c4ccco4)[nH]c(=O)c23)C1 (stereo not drawn)	5.8
O=S(=O)(Cc1ccccc1)NCCOc1ccccc1Cl	0.0
CCOC(=O)c1sc(NC(=O)Nc2cccc(Cl)c2)c(C(N)=O)c1C	-20.3
CC(C)CC(=O)NS(=O)(=O)c1ccc(NC(=O)c2ccccc2)cc1	0.6
O=C(c1cnn2c1NC(c1ccco1)CC2C(F)(F)F)N1CCN(Cc2ccccc2)CC1 (stereo not drawn)	-4.2
COc1ccccc1NC(=O)c1c(Cl)cccc1Cl	-4.3
O=c1[nH]c(=O)n(-c2cccc(Cl)c2)c(O)c1C=NCc1ccc(F)cc1	7.9
Cc1cc2nc(-c3cc(NC(=O)Cc4ccccc4)ccc3Cl)oc2cc1C	-39.3
COc1ccc(/C=C2\SC(N3CCCC3)=NC2=O)c(OC)c1	10.1
O=C(Nc1ccc(Cl)c(C(F)(F)F)c1)c1ccc(Br)cc1	-17.1
COc1ccc(CNS(=O)(=O)c2ccc(OC)cc2)cc1	3.9
COc1ccc(COC(=O)C2=C(C)NC3=C(C(=O)CC(C)(C)C3)C2c2ccc(F)c(F)c2)cc1 (stereo not drawn)	-10.9
CCOC(=O)c1cccc(NC(=O)C(C)Oc2ccc(Cl)cc2C)c1 (stereo not drawn)	-23.8
O=C(Nc1nc2ccc(Br)cc2s1)c1cccs1	4.3
CCCOc1ccc(/C=C2\C(=O)N(c3ccc(S(N)(=O)=O)cc3)N=C2C)cc1OC	0.0
COC(=O)c1ccc(/C=C2/C(=O)NC(=O)N(c3cccc(C)c3)C2=O)cc1	10.1
O=C(NN1C(=O)S/C(=C\c2ccc(Cl)cc2Cl)C1=S)c1ccccc1O	4.6
CCN(CC)S(=O)(=O)c1ccc2c(c1)OCCO2	4.5
COc1ccccc1N1CCN(/N=C/c2ccc(C(F)(F)F)cc2)CC1	-13.5
CN(C)CCC(=O)c1ccc2c(c1)OCO2	-5.1

At a glance, some entries already given.
SMILES	VHR inh color
COc1ccccc1NC(=O)c1c(Cl)cccc1Cl	-4.3
O=c1[nH]c(=O)n(-c2cccc(Cl)c2)c(O)c1C=NCc1ccc(F)cc1	7.9
Cc1cc2nc(-c3cc(NC(=O)Cc4ccccc4)ccc3Cl)oc2cc1C	-39.3
COc1ccc(/C=C2\SC(N3CCCC3)=NC2=O)c(OC)c1	10.1
O=C(Nc1ccc(Cl)c(C(F)(F)F)c1)c1ccc(Br)cc1	-17.1
COc1ccc(CNS(=O)(=O)c2ccc(OC)cc2)cc1	3.9
COc1ccc(COC(=O)C2=C(C)NC3=C(C(=O)CC(C)(C)C3)C2c2ccc(F)c(F)c2)cc1 (stereo not drawn)	-10.9

Other entries
SMILES	VHR inh color
O=[N+]([O-])c1cc(N=Cc2ccc(Br)s2)ccc1Cl	3.9
O=C(/C(=C/c1ccccc1[N+](=O)[O-])c1nc2ccccc2s1)c1ccccc1	5.6
O=C(Nc1ccc(N2CCCCC2)c(Cl)c1)c1cccc2ccccc12	24.1
Cc1ccc(OCC(=O)Nc2ccccc2-c2ccccc2)c(Br)c1	-2.6
COc1cc(C(=O)Nc2ccc(Oc3ccc(NC(=O)c4cc(OC)c(OC)c(OC)c4)cc3)cc2)cc(OC)c1OC	-5.7
CC(C)(C)c1cc(/C=N/O)c(C(C)(C)C)s1	1.8
CCCC(CCC)=C(C#N)C(=O)OCC	18.5
COc1cc(/C=C2\C(=O)N(c3ccc(S(N)(=O)=O)cc3)N=C2C)ccc1O	-1.1
COc1ccc(C(=O)Nc2ccc3c(c2)OCCO3)cc1OC	-75.4
Cc1cccc(OC(=O)c2cccc([N+](=O)[O-])c2)c1	-20.4
N#CC1=C(SCC(=O)Nc2ccc(Cl)cc2)NC(=O)CC1c1ccccc1Cl (stereo not drawn)	-4.0
Cc1cc(C)c2oc(-c3ccc(NC(=O)c4cccc([N+](=O)[O-])c4C)cc3)nc2c1	15.4
Cc1cc(C)cc(OCCCN2CCN(C)CC2)c1	13.7
CCC(=O)Nc1c(-c2ccccc2)nc2ccc(C)cn12	-0.2
COc1ccc(C2C(C#N)=C(N)OC3=C2C(=O)CC(C)(C)C3)c2ccccc12 (stereo not drawn)	4.8
O=C(O)CN1C(=O)/C(=C\c2ccc(-c3ccccc3Cl)o2)SC1=S	82.7*
CC1=NNC(=O)C1CC(=O)N/N=C/c1ccc(O)cc1 (stereo not drawn)	-0.2
O=C(NCCc1ccc(F)cc1)C1CC(=O)N(c2ccccc2)C1 (stereo not drawn)	-12.1
COc1cccc2cc(-c3csc(Nc4ccccc4C)n3)c(=O)oc12	0.6
O=C1N=C(N2CCCC2)S/C1=C\c1ccc(O)cc1	3.0
COc1ccc(OC)c(C2NC(=O)NC(C)=C2C(=O)OCc2ccc3c(c2)OCO3)c1 (stereo not drawn)	-17.6
CC1(C)CCCC2=C1CC1C(=O)NC(=O)C1C2 (stereo not drawn)	-17.2
CC1CCCCN1C(=O)Nc1ccccc1 (stereo not drawn)	-32.2
O=C(CSc1nc2ccccc2o1)Nc1ccc2c(c1)OCO2	1.7
CCN(CC)C(=O)CN(c1cc(Cl)ccc1OC)S(=O)(=O)c1ccc(C)c([N+](=O)[O-])c1	11.1
COc1ccc(N=Cc2c(O)c3ccccc3n2C(C)=O)cc1	-8.8
Cc1cc(C)c(NC(=O)c2c(-c3ccccc3)noc2C)c(C)c1	-4.4
O=C1OC(c2ccc(Br)cc2)=C/C1=C/c1ccc2c(c1)OCO2	-39.4
O=C(Nc1ccc(N2C(=O)C3C4c5ccccc5C(c5ccccc54)C3C2=O)cc1Cl)c1ccc(Cl)cc1Cl (stereo not drawn)	-15.5
Cc1ccc(/C=C2/SC(=S)N(C(C)C(=O)O)C2=O)cc1 (stereo not drawn)	-20.7
CC(C(=O)NCc1ccccc1)N1C(=O)c2ccccc2C1=O (stereo not drawn)	16.7
CCc1nn2c(N)c(/C=C3\C=C(Br)C=CC3=O)c(=O)nc2s1	-15.7
CC(C)(C)c1ccc(OCC(=O)Nc2ccc(F)cc2)cc1	1.7
Cc1ccc(/C=N/Nc2nn[nH]n2)c2nsnc12	-8.2
COc1ccc(-c2nc(-c3cc(OC)c(OC)cc3OC)[nH]c2-c2ccc(OC)cc2)cc1	13.5
Cn1c(=O)cc2c3c(c(N4CCCC4)ccc31)C(=O)c1ccccc1-2	-27.8
COc1ccc(/C=C/C(=O)c2ccc3c(c2)OCCO3)c(OC)c1	-17.3
Cc1ccc(-c2ccccc2)n1-c1cccc(C(=O)O)c1	35.8
O=c1[nH]c(=S)n(-c2ccc(Cl)cc2)c(O)c1/C=C1\C=Nc2ccccc21	9.1
COc1ccc2c(c1)c1c3n2CCN(C(=S)Nc2ccccc2)C3CCC1 (stereo not drawn)	-11.9
Cc1ccc(NC(=O)c2ccccc2NC(=O)Cc2cccs2)cc1C	-12.7
C/C(=N\NC(=O)c1ccc(C)cc1)c1ccc(Cl)cc1	-12.0
c1ccc(C2=Nc3ccccc3NC(c3ccccc3)C2)cc1 (stereo not drawn)	23.7
CN(NC1CC(=O)N(c2cccc(Cl)c2)C1=O)c1ccccc1 (stereo not drawn)	7.4
CN(C)c1ccc(NC(=O)c2ccccc2F)cc1	3.5
O=C(Nc1ccc2[nH]c(=O)[nH]c2c1)c1cccnc1	-29.8
COc1ccc(CC(=O)Nc2ccc(O)c(-c3nc4cc(Cl)ccc4o3)c2)cc1OC	-0.5
O=C(/C=C/c1cccc([N+](=O)[O-])c1)Nc1ccc(I)cc1Cl	97.2
COc1cccc(/C=C2\SC(=S)N(Cc3ccccc3)C2=O)c1O	-19.4
O=C(Nc1nccs1)c1cc(-c2ccc(Cl)s2)nc2ccccc12	24.1
COc1ccc(Cl)cc1NC(=O)C1=C(C)NC(=S)NC1c1ccccc1Br (stereo not drawn)	0.0
COc1ccc(-c2cc(-c3ccc(OC)c(OC)c3)n[nH]2)c(O)c1	-0.6
CN1C(=O)/C(=C2\SC(=S)N(NC(=O)c3cccnc3)C2=O)c2ccccc21	1.7
Cc1ccccc1OCC(=O)N/N=C/c1ccc(O)cc1O	-10.3
N#Cc1c(-c2ccc(Br)cc2)cc(-c2ccco2)c(C#N)c1N	32.2
CC1=C(C(=O)OCCc2ccccc2)C(c2ccccc2[N+](=O)[O-])NC(=O)N1C (stereo not drawn)	-4.8
COc1cc2nc(CCCOc3ccc(Cl)cc3Cl)oc(=O)c2cc1OC	-15.3
Cc1c(C(=O)NCCC(C)C)cccc1[N+](=O)[O-]	-15.5
COC(=O)CSc1nc(N)c(C#N)c(-c2ccc(O)cc2)c1C#N	-8.9
CC1=CC(=O)C=C/C1=N\S(=O)(=O)c1ccc(C)cc1	28.2

New compounds follow.
SMILES	VHR inh color
CCCCCC(=O)N/N=C(/C)c1cccs1	-30.1
Cc1ccnc(NS(=O)(=O)c2ccc(N)cc2)c1	0.7
CCN(CC)CCSc1nc(O)c(-c2ccccc2)c(=O)[nH]1	-5.8
COc1ccc(C(=O)CSc2nc(C)cc(C)n2)cc1[N+](=O)[O-]	-19.7
O=C1/C(=C/C=C/c2ccccc2)SC(=S)N1Cc1ccco1	6.4
O=C(Nc1ccc(S(=O)(=O)Nc2ncccn2)cc1)c1cncc(Br)c1	4.3
S=C(c1ccc(-c2cccc(Cl)c2Cl)o1)N1CCN(c2ccccc2)CC1	-3.2
O=C1CS/C(=N\N=C\c2cccc(Br)c2)N1	-8.4
O=C(CCCC(=O)Nc1nc2ccccc2s1)Nc1nc2ccccc2s1	-13.9
Cn1c(O)c(N=NS(=O)(=O)c2ccccc2)c2ccccc21	-2.3
O=[N+]([O-])c1ccccc1-c1ccc(/C=C/c2ccc3ccccc3n2)o1	-8.0
COCCOC(=O)c1ccc(NC(=O)COc2cc(C)ccc2C(C)C)cc1	-9.8
Cc1ccc(-n2c(C)cc(/C=N/NC(=O)c3ccncc3)c2C)c(C)c1	20.3
COc1ccccc1N(CC(=O)Nc1c(C)cccc1C)S(=O)(=O)c1ccccc1	-12.4
Cc1ccccc1C(=O)Nc1cccc(NC(=O)c2ccc(-c3ccc(Br)cc3)o2)c1	-19.7
COc1cccc(-n2c(/C=C/c3ccco3)nc3ccccc3c2=O)c1	21.8
CCOC(=O)c1[nH]c(=O)[nH]c1CSC1=NC(=O)C(c2ccccc2)C(=O)N1 (stereo not drawn)	6.7
CCOc1cc(/C=C2\SC(=S)NC2=O)ccc1OC(C)=O	-35.9
C=CCC1(C#N)C(=S)NC2=C(C(=O)CC(C)(C)C2)C1C (stereo not drawn)	31.8
O=C(NN1C(=O)c2ccccc2C1=O)c1ccc2c(c1)C(=O)N(c1ccc(Sc3ccc([N+](=O)[O-])cc3)cc1)C2=O	-11.0
COC(=O)c1ccc(/C=N/NC(=O)CC2=NNC(=O)C2)cc1	-17.9
Cc1cccc(N2C(=O)/C(=C/c3ccc(OCc4cccc(C(=O)O)c4)cc3)C(=O)NC2=S)c1	12.5
Cc1ccc2cc(C3=C/C(=C/c4ccc([N+](=O)[O-])o4)C(=O)O3)ccc2c1	-10.1
CC(=O)Nc1cc(-c2ccc(F)cc2)[nH]n1	-1.5
O=C(c1nc2nc(-c3ccccc3)cc(C(F)(F)F)n2n1)N1CCN(Cc2ccccc2)CC1	-3.8
COc1ccc(Cc2c(O)nc(SC)n(-c3ccccc3)c2=O)cc1	4.1
COC(=O)c1c(N)sc(C)c1-c1ccc(Cl)cc1Cl	18.9
CCOC(=O)c1c(NC(=O)CSc2nnc(C)c(=O)[nH]2)sc2c1CCCC2	-18.3
O=C(CCNC(=O)OCc1ccccc1)Oc1cc2oc(=O)cc(-c3ccccc3)c2cc1Cl	-39.4
Cc1ccccc1NC(=O)c1ccco1	-18.4
